eLon inh – inhibitors of E. coli Lon protease. P0A9M0. purified E. coli Lon protease, fluorescence polarization. inhibition, % at 7.94 µM. hit rate 0.42% among 360,000; in the data active means inhibition above about 13%, passing the limit was not always enough;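 further: 0% = enzyme with probe and DMSO and 100% = no enzyme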
FAS TE block – blocks the thioesterase domain of human fatty acid synthase; hit rate 0.67% among 360,000; recombinant FAS-TE, OMFH fluorogenic substrate, fluorescence endpoint; inhibition, % at 15 µM;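 active means compounds whose normalised, plate-corrected inhibition of enzyme fluorescence in the single-dose primary screen is 50% or more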;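 further: 0% = DMSO with enzyme and 100% = substrate without enzyme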
bovine MsrA act – bovine methionine sulfoxide reductase A activation; AID 602163; hit rate 0.3% among 360,000; purified bovine MsrA, absorbance read-out; activation, % at 10.6 µM; in the data active means activation above about 7.5%;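 further: 0% = vehicle and 100% = reference activator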
SKN-1 block – inhibitors of C. elegans SKN-1 | C. elegans VP596 Pgst-4::GFP/RFP ratio, acrylamide-induced, 24 h | inhibition, % at 21.8 µM | hit rate 0.49% among 360,000;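 active means interference check ratio from 0.5 to 1.5 plus GFP to RFP signal ratio inhibition reaching or exceeding a fixed threshold, cut at about 30% in these data, passing the limit was not always enough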; further: some compounds called inactive have numbers as strong as hits
NRP1-CendR mod – NRP-1/CendR interaction modulation; O14786; FAM-RPARPAR peptide binding to NRP-1, fluorescence polarization; inhibition, % at 25 µM; hit rate 0.85% among 360,000; AID 602438;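 active means inhibition or corrected inhibition above about 18%, plus a signal ratio from 0.5 to 1.5, limit read from the data, passing the limit was not always enough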; further: strong numbers were not always called active
Target sequence (O14786 whole entry, looked up): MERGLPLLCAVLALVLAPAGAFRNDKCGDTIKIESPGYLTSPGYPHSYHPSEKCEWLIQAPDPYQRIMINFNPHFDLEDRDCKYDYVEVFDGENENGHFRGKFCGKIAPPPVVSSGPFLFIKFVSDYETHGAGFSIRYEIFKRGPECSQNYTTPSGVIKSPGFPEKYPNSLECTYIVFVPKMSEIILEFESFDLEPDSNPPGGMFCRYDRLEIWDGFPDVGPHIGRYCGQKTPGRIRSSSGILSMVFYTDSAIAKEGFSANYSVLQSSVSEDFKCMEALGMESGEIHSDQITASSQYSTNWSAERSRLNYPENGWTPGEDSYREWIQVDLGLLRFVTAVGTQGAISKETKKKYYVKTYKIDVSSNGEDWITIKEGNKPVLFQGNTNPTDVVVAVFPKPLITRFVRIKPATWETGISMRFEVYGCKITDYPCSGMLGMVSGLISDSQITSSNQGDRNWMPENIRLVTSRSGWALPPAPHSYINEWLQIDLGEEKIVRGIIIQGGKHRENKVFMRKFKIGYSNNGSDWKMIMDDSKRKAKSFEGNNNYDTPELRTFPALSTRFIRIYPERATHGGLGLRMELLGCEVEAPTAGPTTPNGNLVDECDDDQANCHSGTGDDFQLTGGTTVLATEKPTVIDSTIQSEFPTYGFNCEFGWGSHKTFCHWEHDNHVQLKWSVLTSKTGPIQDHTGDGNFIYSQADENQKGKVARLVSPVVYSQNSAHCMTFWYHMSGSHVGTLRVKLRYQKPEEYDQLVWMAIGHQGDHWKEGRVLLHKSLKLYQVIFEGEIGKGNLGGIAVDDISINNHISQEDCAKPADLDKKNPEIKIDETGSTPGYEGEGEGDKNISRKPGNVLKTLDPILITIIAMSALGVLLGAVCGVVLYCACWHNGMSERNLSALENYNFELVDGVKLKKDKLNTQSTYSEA
TbMetRS inhib – blocks T. brucei methionyl-tRNA synthetase activity; AID 624268; inhibition, % at 11.9 µM; purified T. brucei MetRS, ATP depletion, Kinase-Glo luminescence; hit rate 0.4% among 360,000;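 active means inhibition above a per-plate cutoff of the control wells' mean inhibition plus 3 SD, cut at about 5.5% in these data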;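 further: 0% = DMSO wells median and 100% = median of wells with control inhibitor compound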
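Test system: purified T. brucei MetRS enzyme. Also added: ATP, methionine and E. coli bulk tRNA substrates. Compound: 11.9 µM single point. Schedule: 15 min enzyme-compound preincubation, 2 h reaction, 10 min detection, 25 °C. Signal: luciferase luminescence of residual ATP, Kinase-Glo. Evaluation: percent inhibition versus plate control medians. Controls: DMSO wells, low control.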
MsrA inhibitor – inhibitors of bovine MsrA; AID 651718; inhibition, % at 15.5 µM; hit rate 0.75% among 360,000; purified bovine MsrA, absorbance read-out; in the data active means inhibition above about 4.5%;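 further: 0% = vehicle wells with enzyme and 100% = reference inhibitor wells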
MT1-MMP act inh – inhibitors of human MT1-MMP activation; P50281; HT1080 RFP-PRO-GFP cells, GFP/RFP ratio fluorescence, overnight; percent of plate control window, DMSO zero; GFP/RFP ratio change, % at 20 µM; hit rate 0.061% among 360,000; AID 651647;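 active means GFP/RFP ratio change of at least 30% with cell ATP level not reduced by more than half and red fluorescence within 50% of control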; further: strong numbers were not always called active
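Assay system: RFP-PRO-GFP reporter HT1080 cells; read-out basis: GFP/RFP fluorescence ratio; benchmarks: DMSO wells and RFP-L50D-GFP cells; doses: 20 µM single dose, 1% DMSO; schedule: overnight cell settling, then overnight compound exposure, 37 °C, 5% CO2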
PABP1 MLLE inh – inhibitors of microRNA-mediated deadenylation, human PABP1 MLLE binding | hit rate 0.36% among 360,000 | GST-MLLE / FITC-PAM2 fluorescence polarization | AID 588489 | inhibition, % at 20 µM; in the data active means inhibition above about 35%, passing the limit was not always enough;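 further: plate controls were DMSO wells with GST-MLLE for no effect and wells lacking GST-MLLE protein for full effect; some results filed as inactive read as strong as hits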
The depositor's hits bear a star.

`CSc1cccc(NC(=O)COC(=O)C2CCN(S(=O)(=O)c3ccccc3)CC2)c1` gave eLon inh 0, FAS TE block 22, bovine MsrA act -3, SKN-1 block 8, NRP1-CendR mod 2, TbMetRS inhib -0.4, MsrA inhibitor -0.2, MT1-MMP act inh 9 and PABP1 MLLE inh 0.
Fc1ccc(Nc2nc(-c3cccnc3)cs2)cc1 was read as eLon inh 1, FAS TE block -2, bovine MsrA act -1, SKN-1 block 5, NRP1-CendR mod -10, TbMetRS inhib -0.8, MsrA inhibitor 1.7, MT1-MMP act inh -3 and PABP1 MLLE inh 13.
Screening O=C(CSCc1ccc(Cl)cc1)N/N=C/c1ccccc1 returned eLon inh 2, FAS TE block 10, bovine MsrA act 1, SKN-1 block 2, NRP1-CendR mod 9, TbMetRS inhib 2.0, MsrA inhibitor -0.1, MT1-MMP act inh 1 and PABP1 MLLE inh -11.
For O=C(CN1C(=O)NC(CCc2ccccc2)C1=O)Nc1ccc(F)c(F)c1F (centres undefined) the results were eLon inh 2, FAS TE block 12, bovine MsrA act -4, SKN-1 block 0, NRP1-CendR mod -4, TbMetRS inhib -0.4, MsrA inhibitor 0.1, MT1-MMP act inh 3 and PABP1 MLLE inh 6.
O=C(NC1CCSC1=O)c1ccc(Oc2cccc(C(F)(F)F)c2)nc1 (centres undefined) was read as eLon inh -12, FAS TE block -2, bovine MsrA act -6, SKN-1 block 11, NRP1-CendR mod 0, TbMetRS inhib -1.4, MsrA inhibitor 1.3, MT1-MMP act inh 1 and PABP1 MLLE inh -9.
Cc1csc2nc(CCNS(=O)(=O)c3ccc4c(c3)OCCO4)cn12 was read as eLon inh -7, FAS TE block -7, bovine MsrA act 0, SKN-1 block -2, NRP1-CendR mod -2, TbMetRS inhib -0.3, MsrA inhibitor -0.6, MT1-MMP act inh -2 and PABP1 MLLE inh -4.
Screening CC1CCCCN1CCCNC(=O)c1cc(Br)c(Br)[nH]1 (centres undefined) returned eLon inh -9, FAS TE block 0, bovine MsrA act -3, SKN-1 block -4, NRP1-CendR mod -1, TbMetRS inhib -1.1, MsrA inhibitor 0.5, MT1-MMP act inh 3 and PABP1 MLLE inh 15.
Screening CN(C(=S)NCCN1CCOCC1)C(c1ccccc1)c1ccccc1 returned eLon inh -3, FAS TE block -8, bovine MsrA act -7, SKN-1 block -10, NRP1-CendR mod -7, TbMetRS inhib -1.0, MsrA inhibitor -1.6, MT1-MMP act inh -11 and PABP1 MLLE inh -136.
For Cc1c(-n2c(SCC(=O)NC(C)C(C)C)nc3ccccc3c2=O)c(=O)n(-c2ccccc2)n1C (centres undefined) the results were eLon inh -8, FAS TE block -9, bovine MsrA act -3, SKN-1 block 8, NRP1-CendR mod -7, TbMetRS inhib -0.4, MsrA inhibitor -1.1, MT1-MMP act inh 2 and PABP1 MLLE inh -6.
O=C1C=C(c2cccc(Br)c2)C[C@@H](c2ccc3c(c2)OCO3)C1 was read as eLon inh 2, FAS TE block 42, bovine MsrA act 0, SKN-1 block -4, NRP1-CendR mod 3, TbMetRS inhib -0.3, MsrA inhibitor 0.8, MT1-MMP act inh 2 and PABP1 MLLE inh -1.
`Cc1ccc(S(=O)(=O)N2CCCCC2)cc1NC(=O)COC(=O)c1ccc(O)cc1` gave eLon inh -2, FAS TE block 6, bovine MsrA act -1, SKN-1 block -1, NRP1-CendR mod 6, TbMetRS inhib 0.0, MsrA inhibitor 1.5, MT1-MMP act inh 1 and PABP1 MLLE inh -6.
`CCOC(=O)NC(=O)/C(N=Nc1cccc(C(F)(F)F)c1)=C(\C)O` gave eLon inh -4, FAS TE block -5, bovine MsrA act -16, SKN-1 block 2, NRP1-CendR mod 9, TbMetRS inhib -1.1, MsrA inhibitor 0.9, MT1-MMP act inh -2 and PABP1 MLLE inh -1.
Screening Cc1cc(C(C)(C)C)ccc1OCCN(C)C returned eLon inh -9, FAS TE block -5, bovine MsrA act 0, SKN-1 block 1, NRP1-CendR mod 20, TbMetRS inhib 0.1, MsrA inhibitor 0.2, MT1-MMP act inh -1 and PABP1 MLLE inh 15.
Screening O=C(N/N=C/c1ccccc1O)C1CCCC1 returned eLon inh -9, FAS TE block -5, bovine MsrA act -4, SKN-1 block 2, NRP1-CendR mod 5, TbMetRS inhib -0.6, MsrA inhibitor 0.3, MT1-MMP act inh 3 and PABP1 MLLE inh -3.
Screening CC(=O)Nc1cccc(NC(=O)CSc2ccc3nnc(CCNC(=O)c4ccccc4)n3n2)c1 returned eLon inh 7, FAS TE block -3, bovine MsrA act -1, SKN-1 block -2, NRP1-CendR mod -2, TbMetRS inhib 2.2, MsrA inhibitor 1.2, MT1-MMP act inh -6 and PABP1 MLLE inh -8.

Compounds above that contain two or more sulfur atoms:
`CSc1cccc(NC(=O)COC(=O)C2CCN(S(=O)(=O)c3ccccc3)CC2)c1` gave eLon inh 0, FAS TE block 22, bovine MsrA act -3, SKN-1 block 8, NRP1-CendR mod 2, TbMetRS inhib -0.4, MsrA inhibitor -0.2, MT1-MMP act inh 9 and PABP1 MLLE inh 0.
Cc1csc2nc(CCNS(=O)(=O)c3ccc4c(c3)OCCO4)cn12 was read as eLon inh -7, FAS TE block -7, bovine MsrA act 0, SKN-1 block -2, NRP1-CendR mod -2, TbMetRS inhib -0.3, MsrA inhibitor -0.6, MT1-MMP act inh -2 and PABP1 MLLE inh -4.

(listing goes on)
Screening CC1(C(=O)N2Cc3ccccc3C2)CCN1C(=O)C1(c2ccccc2)CC1 (centres undefined) returned eLon inh -12, FAS TE block -8, bovine MsrA act -2, SKN-1 block -4, NRP1-CendR mod 6, TbMetRS inhib 0.1, MsrA inhibitor 0.7, MT1-MMP act inh 2 and PABP1 MLLE inh 1.
For Cc1cc(C)c(NC(=O)CS(=O)CC(=O)Nc2ccc(F)cc2F)c(C)c1 (centres undefined) the results were eLon inh -4, FAS TE block -2, bovine MsrA act -5, SKN-1 block -2, NRP1-CendR mod -3, TbMetRS inhib 0.1, MsrA inhibitor 0.1, MT1-MMP act inh -1 and PABP1 MLLE inh 11.
`COc1ccccc1-c1nn(Cc2ccccc2)cc1C(=O)NCC(c1ccco1)N1CCCC1` (centres undefined) gave eLon inh -12, FAS TE block -4, bovine MsrA act 0, SKN-1 block -5, NRP1-CendR mod -4, TbMetRS inhib -0.2, MsrA inhibitor 2.3, MT1-MMP act inh 3 and PABP1 MLLE inh 5.
CCCc1nc2sc3c(c2c(=O)n1NC(=O)CCCl)CCCC3 was read as eLon inh 6, FAS TE block 7, bovine MsrA act 1, SKN-1 block -2, NRP1-CendR mod -10, TbMetRS inhib -0.6, MsrA inhibitor -0.1, MT1-MMP act inh -5 and PABP1 MLLE inh -1.
O=C(CN1C(=O)c2ccccc2S1(=O)=O)Nc1ccon1 was read as eLon inh -12, FAS TE block -5, bovine MsrA act -5, SKN-1 block -3, NRP1-CendR mod 5, TbMetRS inhib -0.5, MsrA inhibitor -1.1, MT1-MMP act inh 0 and PABP1 MLLE inh 9.
For CCc1ccccc1S(=O)(=O)c1c(C)cc(C)nc1Cl the results were eLon inh 4, FAS TE block 8, bovine MsrA act -1, SKN-1 block 21, NRP1-CendR mod -1, TbMetRS inhib 0.2, MsrA inhibitor 0.7, MT1-MMP act inh 1 and PABP1 MLLE inh 10.
`COc1cc(NC(=O)c2ccccc2)c(OC)cc1NC(=O)CN1CCCCC1` gave eLon inh 1, FAS TE block -2, bovine MsrA act -6, SKN-1 block -7, NRP1-CendR mod -8, TbMetRS inhib -0.8, MsrA inhibitor 0.4, MT1-MMP act inh 6 and PABP1 MLLE inh -3.
Screening Cc1ccc(NC(=O)c2cc(S(=O)(=O)N3CCCCC3)ccc2N2CCOCC2)cc1F returned eLon inh 0, FAS TE block 35, bovine MsrA act 1, SKN-1 block 8, NRP1-CendR mod 8, TbMetRS inhib -1.0, MsrA inhibitor 1.2, MT1-MMP act inh 6 and PABP1 MLLE inh -3.
OCC1(c2cc(C(F)(F)F)n[nH]2)CCCCC1 was read as eLon inh -1, FAS TE block -10, bovine MsrA act -2, SKN-1 block 0, NRP1-CendR mod 1, TbMetRS inhib -0.3, MsrA inhibitor 0.2, MT1-MMP act inh 2 and PABP1 MLLE inh -1.
For COc1ccccc1N1CCN(C(=O)CSc2nnc(C)n2C2CC2)CC1 the results were eLon inh -3, FAS TE block -8, bovine MsrA act -6, SKN-1 block 16, NRP1-CendR mod -7, TbMetRS inhib -0.5, MsrA inhibitor 0.5, MT1-MMP act inh 9 and PABP1 MLLE inh -7.
`COCCCN(C(=S)Nc1cc(C)cc(C)c1)C(C)c1ccncc1` (centres undefined) gave eLon inh -6, FAS TE block -6, bovine MsrA act -8, SKN-1 block 10, NRP1-CendR mod 6, TbMetRS inhib -1.1, MsrA inhibitor -1.0, MT1-MMP act inh 2 and PABP1 MLLE inh -17.
Screening O=C(NNC(=O)c1ccncc1)Nc1ccc([N+](=O)[O-])cc1 returned eLon inh -2, FAS TE block -2, bovine MsrA act -5, SKN-1 block -1, NRP1-CendR mod -1, TbMetRS inhib -0.3, MsrA inhibitor 3.8, MT1-MMP act inh 2 and PABP1 MLLE inh -8.
`Cc1cccc(NC(=O)CNC(=O)CN2C(=O)NC3(CCCCC3C)C2=O)c1C` (centres undefined) gave eLon inh -1, FAS TE block -8, bovine MsrA act -2, SKN-1 block 26, NRP1-CendR mod -1, TbMetRS inhib -0.4, MsrA inhibitor -0.1, MT1-MMP act inh 2 and PABP1 MLLE inh -4.
`COc1ccc(C(=O)/C=C/C(=O)N(Cc2ccc3c(c2)OCO3)C(C(=O)NC2CCCCC2)c2ccncc2)c(O)c1` (centres undefined) gave eLon inh 12, FAS TE block 20, bovine MsrA act -6, SKN-1 block -12, NRP1-CendR mod -10, TbMetRS inhib -1.2, MsrA inhibitor -0.4, MT1-MMP act inh -1 and PABP1 MLLE inh 1.
For Cc1ccc(S(=O)(=O)N=S(CCO)CCO)cc1 the results were eLon inh 8, FAS TE block -12, bovine MsrA act -11, SKN-1 block 6, NRP1-CendR mod 12, TbMetRS inhib -1.0, MsrA inhibitor -1.2, MT1-MMP act inh 6 and PABP1 MLLE inh -9.
c1cnc2ccc3c(c2c1)COCO3 was read as eLon inh -3, FAS TE block -5, bovine MsrA act -3, SKN-1 block 10, NRP1-CendR mod 15, TbMetRS inhib 0.1, MsrA inhibitor 1.0, MT1-MMP act inh 1 and PABP1 MLLE inh 9.
Cc1cn([C@H]2C[C@H](O)[C@@H](CNCc3cc(Cl)ccc3OCc3ccc(Cl)cc3)O2)c(=O)[nH]c1=O was read as eLon inh -8, FAS TE block 21, bovine MsrA act -3, SKN-1 block -4, NRP1-CendR mod 4, TbMetRS inhib -0.5, MsrA inhibitor -1.1, MT1-MMP act inh 3 and PABP1 MLLE inh -1.

Part of the list above in order of SMILES length, largest number first:
For COc1ccccc1N1CCN(C(=O)CSc2nnc(C)n2C2CC2)CC1 the results were eLon inh -3, FAS TE block -8, bovine MsrA act -6, SKN-1 block 16, NRP1-CendR mod -7, TbMetRS inhib -0.5, MsrA inhibitor 0.5, MT1-MMP act inh 9 and PABP1 MLLE inh -7.
O=C(CN1C(=O)c2ccccc2S1(=O)=O)Nc1ccon1 was read as eLon inh -12, FAS TE block -5, bovine MsrA act -5, SKN-1 block -3, NRP1-CendR mod 5, TbMetRS inhib -0.5, MsrA inhibitor -1.1, MT1-MMP act inh 0 and PABP1 MLLE inh 9.
OCC1(c2cc(C(F)(F)F)n[nH]2)CCCCC1 was read as eLon inh -1, FAS TE block -10, bovine MsrA act -2, SKN-1 block 0, NRP1-CendR mod 1, TbMetRS inhib -0.3, MsrA inhibitor 0.2, MT1-MMP act inh 2 and PABP1 MLLE inh -1.
